Bioassay records as filed in PubChem BioAssay.
D3 ag – D3 dopamine receptor (human) agonism | D3R DiscoveRx beta-arrestin cells, luminescence, 90 min | 410,000 compounds, 0.58% hits | AID 652048 | P35462 | max activation, %; in the data active means max activation above about 30%; further: 0% is about no effect; mostly tested at two doses, the higher about 12 µM
Target sequence (P35462 whole entry, looked up): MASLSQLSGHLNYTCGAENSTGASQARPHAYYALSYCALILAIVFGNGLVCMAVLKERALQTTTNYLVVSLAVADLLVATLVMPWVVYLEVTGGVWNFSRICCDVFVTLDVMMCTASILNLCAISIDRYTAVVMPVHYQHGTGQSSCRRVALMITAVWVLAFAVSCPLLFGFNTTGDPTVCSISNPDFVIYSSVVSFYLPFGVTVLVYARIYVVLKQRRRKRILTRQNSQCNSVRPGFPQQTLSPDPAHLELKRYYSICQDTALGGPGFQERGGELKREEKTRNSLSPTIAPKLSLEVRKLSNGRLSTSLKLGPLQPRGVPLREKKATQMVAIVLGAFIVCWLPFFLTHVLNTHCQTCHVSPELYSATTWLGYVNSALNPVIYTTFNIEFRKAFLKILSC
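Cells at 1500/well, incubated overnight, then treated with pinned compounds (dopamine as control) for 90 min at 37 degrees C. DiscoveRx reagent added for 30 - 60 minutes at room temperature; luminescence read.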
HT1080-NT tox – kills 2HG-producing HT-1080-NT fibrosarcoma cells; 360,000 compounds, 1.6% hits; HT-1080-NT fibrosarcoma viability, CellTiter-Glo ATP luminescence, 48 h; Potency, µM (highest dose often 46.1 µM), without a hit: at the highest dose activity, negative = less viability, hits mostly cytotoxic;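 further: NT is the 2HG producing partner of a matched IDH1 knockdown line; potency means the concentration at half of the fitted maximal effect; 0% = DMSO-treated cells and -100% = media-only wells without cells; nearly all actives have a fitted effect of over 55% in size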
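Compounds were tested in concentration-response format on HT-1080-NT cells for 48 hours at 37 degrees C. Cell viability came from CellTiter-Glo luminescence; curves were classified by r2, response magnitude and activity.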
SW480 rerep – inducers of DNA re-replication in SW480 colon cancer cells | 340,000 compounds, 1.8% hits | SW480 DNA re-replication, Hoechst DNA content imaging, 48 h | Potency, µM (series often up to 46.1 µM), without a hit: at the highest dose re-replication activation, most hits filed as activators | AID 624297; further: potency means the concentration at half of the fitted maximal effect; % of control where 0% means no effect; nearly all actives have a fitted effect of over 55% in size
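Quantitative HTS format with DMSO vehicle controls; 48 hr drug incubation at 37 C, then 40 min Hoechst staining and scanning imager measurement at 405 nm excitation.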
HT1080 IDH1KD tx – kills HT-1080 cells with IDH1 knockdown. 360,000 compounds, 2% hits. HT-1080 IDH1 knockdown viability, ATP luminescence, 48 h. Potency, µM (doses to about 46.1 µM), for inactives: at the top dose activity, negative = toxicity, actives largely listed as cytotoxic. AID 686971;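 further: potency means the concentration at half of the fitted maximal effect; 0% = DMSO wells and -100% = cell-free medium wells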
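CellTiter-Glo luminescence after 48 h compound exposure at 37 degrees C of IDH1-knockdown HT-1080 cells in 5% FBS RPMI. %Activity scaled between DMSO wells and cell-free media wells, with curves fitted and assigned curve classes.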
D3 antag – blocks the human D3 dopamine receptor. D3R cells, DiscoveRx beta-arrestin luminescence, antagonist mode; stronger effect = lower value. max response, negative = inhibition, %. 360,000 compounds, 2.5% hits. AID 652054; in the data active means max response below about -50%; inconclusive means no clear call, values can overlap the other calls; further: on the % scale 0 is the no-effect control and ±100 the full control effect; mostly tested at two doses, the higher about 12 µM
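Cells plated overnight at 1500 cells/well, then exposed to library compounds with dopamine controls for 90 minutes at 37 degrees C. DiscoveRx reagent added for 30–60 minutes at room temperature; luminescence read, quantitative HTS format.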
IL1B secr inh – inhibitors of inflammasome signaling (IL-1 beta secretion); THP-1 LPS/ATP IL-1B secretion, AlphaLISA, 16 h; stronger effect = lower value; activity change, % at 57.5 µM; 360,000 compounds, 4.7% hits; AID 743279; in the data active means activity change below about -50%; inconclusive means mostly about -30% to -49%; further: on the % scale 0 is the no-effect control and ±100 the full control effect
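THP-1 cells pretreated 1 hr with compounds (up to 57.5 uM final), then stimulated with LPS (250 ng/mL final) plus ATP (1.25 mM final); secreted IL-1B measured by AlphaLISA after 16 hr, decreased signal indicating inhibition.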
KB-V1 cytotox – kills drug-selected multidrug resistant KB-V1 cells; KB-V1 MDR cells viability, CellTiter-Glo, 72 h; Potency, µM (doses to about 46.1 µM), for inactives: top-dose activity change, negative = cytotoxicity, most hits filed as cytotoxic; 400,000 compounds, 3.4% hits; further: potency means the concentration at half of the fitted maximal effect; on the % scale 0 is the no-effect control and ±100 the full control effect; nearly all actives have a fitted effect of over 60% in size
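KB-V1 cells (P-gp-expressing MDR subline of KB-3-1) in phenol-red-free DMEM with 10% FBS were exposed to library compounds over a concentration series for 72 h at 37 degrees C. Viability read by CellTiter-Glo luminescence; concentration-effect curves fitted after normalization.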
GLP1R ag – GLP-1 receptor (human) agonism | HEK293 GLP-1R CRE-luciferase, luminescence, 4-6 h; cells express a hypersensitive GLP-1R form | P43220 | Potency, µM (highest dose often 45.6 µM), for inactives: at the highest dose activation, hits mostly activators | 380,000 compounds, 0.007% hits; further: potency means the concentration at half of the fitted maximal effect; % of control where 0% means no effect
Target sequence (P43220 whole entry, looked up): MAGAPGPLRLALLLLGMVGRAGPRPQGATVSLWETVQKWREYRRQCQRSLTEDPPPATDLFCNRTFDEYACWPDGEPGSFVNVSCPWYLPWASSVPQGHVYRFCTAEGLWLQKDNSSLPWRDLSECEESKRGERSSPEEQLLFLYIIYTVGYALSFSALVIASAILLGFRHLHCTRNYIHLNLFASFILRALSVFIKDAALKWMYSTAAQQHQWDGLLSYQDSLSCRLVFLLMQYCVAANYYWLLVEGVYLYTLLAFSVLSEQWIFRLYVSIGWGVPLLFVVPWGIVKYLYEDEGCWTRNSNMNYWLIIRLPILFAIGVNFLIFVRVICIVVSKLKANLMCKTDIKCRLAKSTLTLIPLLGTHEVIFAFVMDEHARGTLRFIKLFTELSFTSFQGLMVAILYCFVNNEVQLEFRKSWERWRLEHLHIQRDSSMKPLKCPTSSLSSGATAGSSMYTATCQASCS
KB-3-1 tox – KB-3-1 parental cell cytotoxicity; KB-3-1 viability, CellTiter-Glo ATP luminescence, 72 h; Potency, µM (highest dose often 46.1 µM), for the others: at the top dose activity change, negative = cytotoxic, hits mostly cytotoxic; 400,000 compounds, 1.4% hits; further: potency means the concentration at half of the fitted maximal effect; on the % scale 0 is the no-effect control and ±100 the full control effect; nearly all actives have a fitted effect of over 60% in size
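Here the drug-naive KB-3-1 line serves as comparator for MDR sub-line selectivity; cells received compound titrations, 72 h at 37 °C, then CellTiter-Glo readout.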
An asterisk follows results filed as active; ? = inconclusive; nt = no result given; [ ] = another dose, or the depositor's remark. Unless noted, the call rests on the fitted dose curve; in most records, active means well fitted curve in the direction sought with a large enough effect; inconclusive means small, poorly fitted or top-dose-only effect, or another doubt; inactive means no such curve, though single readings can be large; an effect the other way counts as inactive or inconclusive.

SMILES	D3 ag	HT1080-NT tox	SW480 rerep	HT1080 IDH1KD tx	D3 antag	IL1B secr inh	KB-V1 cytotox	GLP1R ag	KB-3-1 tox
CN(C)CCN(C(=O)C1CCN(S(=O)(=O)c2cccs2)CC1)c1nc2c(F)cccc2s1	-34	1%	-3%	-1%	?	13	?	2%	-6%
O=C(O)C1CCC(=O)N1C1c2ccccc2Oc2ccccc21 (configuration not stated)	-7	4%	0%	7%	-24	6	2%	-6%	8%
Cc1ccc(C(=O)Nc2nc(-c3ccccn3)cs2)s1	-20	-28%	-4%	?	-23	178	-12%	2%	0%
CC(C)c1ccc(NC(=O)CNC(=O)Cn2cnc3ccccc3c2=O)cc1	0	4%	2%	12%	15	50	?	0%	9%
c1ccc(CNc2ncnc3c2cnn3Cc2ccccc2)cc1	-4	7.9µM*	1%	7.9µM*	7	-17	?	0%	?
CCCc1c(C(=O)OCC)nnc2c(-c3ccccc3)c(C)nn12	8	nt	nt	nt	nt	nt	16%	0%	-1%
COc1cccc(N2CC(C(=O)Nc3c(C)cccc3C)CC2=O)c1 (configuration not stated)	-3	-4%	-3%	-4%	-24	5	-8%	23%	-3%
CN(CC(=O)Nc1ccccc1Cl)C(=O)CSc1nncs1	1	0%	-5%	8%	8	8	6%	2%	7%
CC(C)CN(C(=O)CCC1CCCCC1)c1c(N)n(CC(C)C)c(=O)[nH]c1=O	9	7%	-72%[inhibitor]	14%	2	8	0%	5%	-1%
CC(Oc1ccc2cc(-c3ccccc3)c(=O)oc2c1)C(=O)NCC1CCC(C(=O)O)CC1 (configuration not stated)	-4	2%	-3%	1%	-5	-5	0%	9%	0%
CCc1ccc(NC(=O)c2cnc(SC)nc2C)cc1	-7	0%	11%	-5%	-4	22	9%	-1%	-28%
O=S(=O)(c1cccc2nsnc12)N1CCNCC1	10	11%	2%	8%	0	17	-3%	6%	6%
CC(C)n1cc(C(=O)c2ccccc2O)cc(C#N)c1=O	-4	2%	-1%	-1%	1	-3	9%	-2%	-11%
COc1cccc(CNC(=O)C(NS(=O)(=O)c2cccs2)C(C)C)c1 (configuration not stated)	-7	nt	nt	nt	nt	nt	-3%	-1%	11%
CCc1cccc(NC(=O)CCCN2C(=O)C(c3ccccc3)Oc3cccnc32)c1 (configuration not stated)	-1	3%	9%	-19%	-4	-19	-11%	10%	14%
Cc1nnc(NC(=O)C2CCN(S(=O)(=O)c3ccc(F)c(F)c3)CC2)o1	1	2%	-6%	6%	2	17	1%	-7%	?
CC(C)(C)N(Cc1cc2ccccc2[nH]c1=O)C(=O)c1cccnc1	-6	5%	0%	5%	4	-3	0%	-6%	-3%
COc1ccc(C(=O)NNC(=S)NC(=O)C(C)(C)C)cc1	2	-28%	-5%	?	-14	-102*	-26%	5%	?
N#Cc1nc(Cc2ccccc2)oc1NCCCn1ccnc1	6	18%	16µM*	-2%	8	16	-12%	5%	16%
COc1cc2c(cc1OC)C(C1(O)CCCCC1)NCC2 (configuration not stated)	4	7%	-6%	-1%	19	-20	1%	0%	3%
COc1ccc(Br)cc1CNC(=O)C1CCCN(S(=O)(=O)N2CC(C)CC(C)C2)C1 (configuration not stated)	4	12%	2%	11%	12	-14	-11%	-1%	?
Cc1cc(=O)oc(C)c1C(=O)NCCC(C)C	2	-1%[9.24 µM]	-1%	-3%	-12	-5	17%	-9%	3%
O=C(COc1ccc2ccc(=O)oc2c1)NC1CCS(=O)(=O)C1 (configuration not stated)	1	16%	-5%	14%	-3	-14	3%	8%	6%
CN(c1ccccc1C(=O)Nc1ccc2c(c1)OCCO2)S(C)(=O)=O	-7	2%	-4%	21%	3	-2	14%	-7%	13%
CCC(C)C(NC(=O)OC(C)(C)C)C(=O)NC(C)C(N)=O (configuration not stated)	-22	27%	-8%	5%	1	13	8%	0%	-7%

Entries of single compounds as entered above:
CC(Oc1ccc2cc(-c3ccccc3)c(=O)oc2c1)C(=O)NCC1CCC(C(=O)O)CC1 (configuration not stated) across the screens: D3 ag: -4; HT1080-NT tox: 2%; SW480 rerep: -3%; HT1080 IDH1KD tx: 1%; D3 antag: -5; IL1B secr inh: -5; KB-V1 cytotox: 0%; GLP1R ag: 9%; KB-3-1 tox: 0%
COc1cccc(CNC(=O)C(NS(=O)(=O)c2cccs2)C(C)C)c1 (configuration not stated) across the screens: D3 ag: -7; HT1080-NT tox: nt; SW480 rerep: nt; HT1080 IDH1KD tx: nt; D3 antag: nt; IL1B secr inh: nt; KB-V1 cytotox: -3%; GLP1R ag: -1%; KB-3-1 tox: 11%
CCc1cccc(NC(=O)CCCN2C(=O)C(c3ccccc3)Oc3cccnc32)c1 (configuration not stated) across the screens: D3 ag: -1; HT1080-NT tox: 3%; SW480 rerep: 9%; HT1080 IDH1KD tx: -19%; D3 antag: -4; IL1B secr inh: -19; KB-V1 cytotox: -11%; GLP1R ag: 10%; KB-3-1 tox: 14%

Back to the main list, starting 3 compounds before the break.
SMILES	D3 ag	HT1080-NT tox	SW480 rerep	HT1080 IDH1KD tx	D3 antag	IL1B secr inh	KB-V1 cytotox	GLP1R ag	KB-3-1 tox
O=C(COc1ccc2ccc(=O)oc2c1)NC1CCS(=O)(=O)C1 (configuration not stated)	1	16%	-5%	14%	-3	-14	3%	8%	6%
CN(c1ccccc1C(=O)Nc1ccc2c(c1)OCCO2)S(C)(=O)=O	-7	2%	-4%	21%	3	-2	14%	-7%	13%
CCC(C)C(NC(=O)OC(C)(C)C)C(=O)NC(C)C(N)=O (configuration not stated)	-22	27%	-8%	5%	1	13	8%	0%	-7%
CCOC(=O)Cc1c(C)nc2cc(-c3ccc(C(C)(C)C)cc3)[nH]n2c1=O	11	?	?	1.3µM*	15	5	27%	-6%	-30%
C/C(=N\NC(=S)NC1CCCCC1)c1ccc(Cl)c(Cl)c1	-4	0%	-1%	1%	-13	16	1%	-5%	-2%
O=C(NCCCN=C1NS(=O)(=O)c2ccccc21)c1ccc(S(=O)(=O)N2CCCCC2)cc1	-14	?	?	?	-14	25	-6%	-1%	21µM*
Nn1cc(-c2ccccc2)nc1SCC(=O)N1CCN(S(=O)(=O)c2ccccc2)CC1	3	-4%	-1%	-2%	-9	-3	12%	-9%	1%
Cc1ccc2c(=O)cc(C(=O)NCCc3ccc(S(N)(=O)=O)cc3)oc2c1C	-1	-9%	4%	-32%	-1	35	-2%	10%	2%
O=C1C=C(O)c2[nH]c(=O)ccc2C1=O	-15	0%	1%	15%	-30	4	?	4%	-1%
CC(=O)Nc1cccc(N2C(=O)CC(Cc3ccccc3)C2=O)c1 (configuration not stated)	2	-3%	0%	7%	11	25	12%	0%	31%
COc1ccc(NC(=O)C2C3C=CC(C3)C2C(=O)NCc2ccccn2)c(OC)c1 (configuration not stated)	0	3%	-2%[9.22 µM]	1%	6	7	7%	-8%	3%
CC(C)(C)[C@H]1C=C(C(=O)NC2CC2)O[C@@H](OCc2ccc(CO)cc2)C1	3	-4%	3%	3%	6	20	0%	11%	0%
CCOc1ccc(S(=O)(=O)N2CCN(C(=O)c3ccc(C)c(S(=O)(=O)N4CCOCC4)c3)CC2)cc1	-2	-9%	3%	-10%	12	-4	21µM*	-5%	?
COC(=O)c1cc(NC(=O)Nc2ccccc2OC)cc(C(=O)OC)c1	-1	-1%	-1%	0%	32	4	14%	-2%	-18%
CC(C)(C)NC(=O)CSc1nnc(NC(=O)CCn2cnc3ccccc3c2=O)s1	-4	2%	-1%	10%	-12	-8	-3%	25%	26%
COc1ccc(CNC(=O)CN(C(=O)CCC(=O)Nc2ccccn2)c2cccc(C)c2)cc1	-11	12%	12%	13%	-18	-7	-50%	9%	9%
O=C1C=C(OCCCl)CC(c2cccc(Cl)c2)O1 (configuration not stated)	6	2%	nt	6%	3	-30	-1%	nt	6%
COCCN(Cc1ccccc1)C(=S)Nc1ccc(Cl)cc1	-6	-16%	-1%	-26%	-6	-11	-16%	-7%	-24%
CS(=O)(=O)N1c2ccccc2[C@]2([C@@]34C[C@H]5C(=O)N[C@@H](Cc6ccccc6)C(=O)N5[C@@H]3N(S(C)(=O)=O)c3ccccc34)C[C@H]3C(=O)N[C@@H](Cc4ccccc4)C(=O)N3[C@H]12	5	9%	-2%	10%	-10	4	0%	6%	-3%
Cc1ccc(C)c(OCC(=O)Nc2ccc3c(c2)OCO3)c1	1	5%	-7%	26%	13	-26	-90%	-19%	-4%
O=C(O/N=C1\CCCc2ccccc21)c1cccc(Cl)c1	7	-2%	-2%	3%	6	6	18%	-4%	-2%
COc1ccc(-c2nn(CCC#N)cc2C=C(C#N)C#N)cc1	-3	-1%	-7%	-9%	-16	0	9%	6%	-5%
CCOc1ccccc1C1CC(=O)NC(C)=C1C(=O)OC1CCCCCC1 (configuration not stated)	-3	nt	nt	nt	nt	nt	-7%	-3%	-20%
COc1ccc(C(=O)NCC(=O)N2CC=C(c3ccccc3)CC2)cc1OC	1	-1%	-10%	1%	-11	7	-1%	-4%	-29%
COc1ccc(/C=C/c2nc3ccccc3n2C)cc1	-11	5.2µM*	1%	4.6µM*	-1	-73*	4.1µM*	-4%	5.2µM*

In a second layout: two of the compounds above
Structure: CN(CC(=O)Nc1ccccc1Cl)C(=O)CSc1nncs1
  D3 ag: 1 | HT1080-NT tox: 0% | SW480 rerep: -5% | HT1080 IDH1KD tx: 8% | D3 antag: 8 | IL1B secr inh: 8 | KB-V1 cytotox: 6% | GLP1R ag: 2% | KB-3-1 tox: 7%
Structure: COc1cc2c(cc1OC)C(C1(O)CCCCC1)NCC2 (configuration not stated)
  D3 ag: 4 | HT1080-NT tox: 7% | SW480 rerep: -6% | HT1080 IDH1KD tx: -1% | D3 antag: 19 | IL1B secr inh: -20 | KB-V1 cytotox: 1% | GLP1R ag: 0% | KB-3-1 tox: 3%
